Screening data deposited in PubChem BioAssay by several laboratories.
PrPC surface inh = cell surface PrPC inhibition, primary TR-FRET screen. TR-FRET read-out. inhibition, % at 13.8 µM. 370,000 tested, 0.43% active. AID 720596. P04156; in the data active means inhibition above about 24%; further: 0% = median of the test wells and 100% = reference compound wells
MazF activator = MazEF (E. coli) toxin RNase activation | P0AE70 | FAM/BHQ RNA-DNA oligo cleavage fluorescence, 5 h | activation, % at 20 µM | 350,000 tested, 0.32% active; in the data active means activation above about 50%
Target sequence (P0AE70 whole entry, looked up): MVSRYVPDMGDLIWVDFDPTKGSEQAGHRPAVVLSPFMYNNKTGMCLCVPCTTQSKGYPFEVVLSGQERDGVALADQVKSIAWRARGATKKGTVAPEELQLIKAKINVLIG
Y pestis TopoI = Y. pestis Topo-I inhibition via cleavage products. AID 504884. 360,000 tested, 0.064% active. Y. pestis Topo-I cleavage product accumulation, plate reader. activity, % at 10 µM; in the data active means activity above about 50%, passing the limit was not always enough; further: inactives centre near 2
PriA SSB inh = inhibitors of Klebsiella pneumoniae PriA binding to SSB C-terminal tail; AID 1272365; 430,000 tested, 0.6% active; inhibition, % at 33 µM; AlphaScreen SSBct-PriA binding, biotinylated peptide; in the data active means inhibition mostly above about 37%, no sharp cut-off; inactive means mostly below about 20%;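 further: plate controls were negative control peptide for no effect and reference peptide for full effect; strong numbers were not always called active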
VHR inh abs = blocks human VHR1 dual specificity phosphatase; recombinant VHR phosphatase, pNPP absorbance; inhibition, % at 13.3 µM; 290,000 tested, 0.52% active; in the data active means inhibition above about 50%; further: some compounds called inactive have numbers as strong as hits
Target sequence (P51452 whole entry, looked up): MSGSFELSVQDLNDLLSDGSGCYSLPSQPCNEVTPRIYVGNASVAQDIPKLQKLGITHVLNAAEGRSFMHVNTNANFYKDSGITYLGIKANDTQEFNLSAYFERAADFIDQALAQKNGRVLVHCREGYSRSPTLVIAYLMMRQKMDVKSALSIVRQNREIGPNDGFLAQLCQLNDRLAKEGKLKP
3CLpro inhibitor = SARS-CoV 3CLpro protease inhibition; inhibition, % at 6 µM; recombinant SARS-CoV 3CLpro, quenched FRET peptide cleavage; P0C6X7; 290,000 tested, 0.14% active; in the data active means inhibition above about 12%
Rv3671c protease = inhibits the M. tuberculosis serine protease Rv3671c | inhibition, % at 5.96 µM | 320,000 tested, 0.048% active | P9WHR9; in the data active means inhibition above about 38%;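 further: extracellular domain of Rv3671c used as enzyme; 0% = enzyme with DMSO and 100% = no enzyme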
Target sequence (P9WHR9 whole entry, looked up, the tested form may be a part): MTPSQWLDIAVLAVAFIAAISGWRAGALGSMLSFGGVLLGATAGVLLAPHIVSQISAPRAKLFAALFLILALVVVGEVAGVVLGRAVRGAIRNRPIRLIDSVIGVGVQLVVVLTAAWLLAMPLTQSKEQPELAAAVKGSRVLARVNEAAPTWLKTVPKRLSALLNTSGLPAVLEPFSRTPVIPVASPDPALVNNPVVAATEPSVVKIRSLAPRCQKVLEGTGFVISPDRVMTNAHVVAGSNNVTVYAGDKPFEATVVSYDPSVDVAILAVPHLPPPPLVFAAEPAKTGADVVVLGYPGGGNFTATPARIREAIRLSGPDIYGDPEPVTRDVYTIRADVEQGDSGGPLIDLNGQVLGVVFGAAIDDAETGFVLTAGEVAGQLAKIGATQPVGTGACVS
CCHFV vOTU inh = CCHFV vOTU protease inhibition; Pep-AMC fluorescence; inhibition, % at 11.5 µM; 370,000 tested, 0.55% active; in the data active means inhibition above about 30%; further: 0% = vehicle wells with enzyme and 100% = no enzyme wells
TcdB GH inh = blocks C. difficile toxin B glycohydrolase activity; AID 652162; 350,000 tested, 0.24% active; TcdB glycohydrolase enzymatic assay, plate reader; inhibition, % at 9.99 µM; in the data active means inhibition above about 10%
Vc quorum ag = quorum light induction in luxS cqsA deficient V. cholerae | activation, % at 18.7 µM | 350,000 tested, 0.16% active | V. cholerae BH1578 lux reporter, luminescence, 6 h; in the data active means activation mostly above about 9.7%, no sharp cut-off; further: not every result past the cut was called active; inactives centre near 0; reference of the scale not given here
The depositor's hits bear a star; i = inactive; / = no result given; & = joins results of further samples. The list is partial; the hit share may differ from the screen's.

Every second line gives: PrPC surface inh	MazF activator	Y pestis TopoI	PriA SSB inh	VHR inh abs	3CLpro inhibitor	Rv3671c protease	CCHFV vOTU inh	TcdB GH inh	Vc quorum ag
> COc1ccc(-c2csc(NC(=O)Cc3ccccc3F)n2)cc1OC
  12	-20	-18	3	26	7	-7	3	-0.2	i
> CCCCn1c(SCc2c(C)noc2C)nc2cc(S(N)(=O)=O)ccc21
  -13	2	8	-10	7	1	7	2	/	3.6
> Cc1ccc(-n2c(=O)c3c(C)c(C)sc3n(Cc3cc(=O)n4ccccc4n3)c2=O)cc1C
  -2	-4	13	-7	13	0	-9	5	/	i
> COCC(C)NC(=O)CSc1nc2ccccc2c(=O)n1CCc1ccc(S(N)(=O)=O)cc1 (stereo unspecified)
  2	2	-1	-9	5	7	2	-11	-9.3	-0.5
> Cc1ccc(Nc2n[nH]c(=S)s2)cc1F
  -6	7	-6	-7	/	/	/	7	1.7	-1.1
> Cc1cc(OCC(=O)NCCN2CCOCC2)cc(C)c1Br
  6	-1	3	-13	-12	1	2	13	/	-2.0
> COc1ccc(CN2CCOCC2)cc1OC
  0	2	-6	-5	12	6	6	11	/	i
> O=C(NCCc1ccccc1)c1ccc(NC(=O)C2CCCCC2)cc1
  6	-1	-2	-3	/	/	/	-6	1.6	i
> COc1cc(CNCc2ccccn2)ccc1OCc1cccc(Cl)c1
  -6	4	10	21	48	1	-3	-13	2.2	-1.9
> COc1cccc(NC(=O)c2ccc3c(c2)N(CC(=O)N2CCCCC2)C(=O)C(C)(C)O3)c1
  -9	-5	-7	-15	25	5	5	-10	/	1.0
> CC(=O)N1CCN(c2ccc(NC(=O)c3ccc(N4CCCC4)c([N+](=O)[O-])c3)cc2Cl)CC1
  1	1	31	24	4	-5	6	15	-0.6	-0.4
> Cn1c(=O)c2c(nc(NCc3ccc4c(c3)OCO4)n2Cc2ccccc2F)n(C)c1=O
  3	-4	20	-10	20	-3	4	-2	/	i
> COc1ccc(NC(=O)COC(=O)c2cccc(S(=O)(=O)N(C)C)c2)cc1
  -1	1	-8	-5	2	-2	/	-2	1.7	-0.3
> COc1ccc(-c2nn(-c3ccccc3)cc2C(=O)NC(=S)Nc2cc(Cl)ccc2Cl)cc1
  4	-8	-4	-6	11	2	7	0	0.0	-0.4
> CC(=O)Nc1ccccc1C(=O)OCC(=O)c1ccc2ccccc2c1
  4	5	-2	-11	10	4	-9	-2	/	-0.7
> CCOC(=O)c1sc(N(Cc2ccccc2)C(=O)CN2C(=O)CN(C)C2=O)nc1C
  8	-2	27	5	10	2	3	16	/	-0.6
> COc1ccc(-c2nc(CS(=O)CC(=O)NC3CCCCCC3)c(C)o2)cc1 (stereo unspecified)
  0	4	32	2	-4	4	6	10	1.2	4.2
> CN(Cc1ccco1)c1ncnc2ccc(-c3ccc4c(c3)OCO4)cc12
  9&2	5	0	-9	/	/	-16	7	1.1	-0.3
> O=C(O)CSc1c2c(nc3cc(C(=O)N4CCOCC4)ccc13)CCCC2
  -3	-2	9	19	26	0	2	8	/	-0.4
> c1cc(C(c2nnnn2C2CCCC2)N2CCOCC2)ccn1 (stereo unspecified)
  1	0	2	-1	6	1	2	-6	/	i
> COc1ccc(NC(=O)C(Br)C(C)C)cc1 (stereo unspecified)
  6	1	7	-17	1	3	-17	1	0.5	-0.3
> Cc1ccc(NC(=O)C(C)C(=O)Nc2ccc(C)cc2)cc1
  2	-4	2	25&-7	11	6	-3	10	0.2	0.7
> COc1cccc(C=NNc2ccc([N+](=O)[O-])cn2)c1OC
  1	-18	-3	0	/	/	/	6	0.3	i
> COc1ccc(C(CNC(=O)c2ccc(-c3ccccc3Cl)o2)N2CCCC2)cc1 (stereo unspecified)
  6	0	14	/	/	/	/	-3	-0.4	i
> CCc1ccc(CN2CCN(Cc3ccc(SC)cc3)CC2)cc1
  -3	-6	5	-13	33	0	-3	2	0.9	-0.2
> COC(=O)C1=C(c2ccc(C(C)=O)cc2)C[C@@H]2CC[C@H]1N2C(=O)NCCNC(C)=O
  -1	8	10	-16	/	/	5	-10	-2.5	-0.4
> CC1CCN(c2cc(Br)c([N+](=O)[O-])cc2F)CC1
  -3	-3	8	20	-13	-2	3	3	0.4	-2.0
> CC(C)Cn1c(Br)nc2c1c(=O)n(CCC#N)c(=O)n2C
  -10	10	-5	-3	10	0	-5	-10	/	i
> O=S(=O)(N/N=C/c1ccccc1F)c1ccccc1
  0	3	-1	/	20	1	4	3	0.6	-0.5
> COc1ccc(-c2nn(-c3ccccc3)cc2/C=C/C(=O)OCC(=O)Nc2ccccc2C#N)cc1
  4	-16	-9	-7	44	7	5	8	1.3	1.4
> Cc1cc(NC(=O)c2ccc(C)c([N+](=O)[O-])c2)no1
  -1	2	-1	6	12	8	-3	3	0.1	-5.6
> CCCCN(C(=O)CSCc1c(C)noc1C)c1c(N)n(CCC)c(=O)[nH]c1=O
  -3	2	-8	4	16	0	4	9	-0.6	-0.4
> Cc1cc(NC(=O)c2cccc(C)c2[N+](=O)[O-])no1
  1	3	2	-4	6	3	0	-11	-0.1	-1.3
> COc1cccc(NC(=S)N2CCN(S(=O)(=O)c3ccccc3)CC2)c1
  6	6	9	-15	15	-3	/	-10	0.7	i
> COc1ccc(OC)c(C(=O)N(C)C2CCCN(Cc3ccccc3F)C2)c1 (stereo unspecified)
  -5	5	0	-4	16	3	0	11	1.5	3.9
> CC(O)CNCCNCc1c(OCc2ccccc2)ccc2ccccc12 (stereo unspecified)
  -15	3	-1	5	18	2	0	-7	/	i
> CCN(CC)S(=O)(=O)c1cccc(NC2=NCCCCC2)c1
  7	1	6	1	1	0	1	5	0.3	-0.7
> COc1cc(N=Cc2c(O)[nH]c3ccccc23)cc(OC)c1OC
  -18	10	-18	19	18	4	10	13	/	-3.3
> N#Cc1ccccc1Cn1c(-c2cscn2)nc2ccccc21
  5	9	2	0	16	-4	2	2	/	i
> COc1nc(-c2ccccc2)nc(C)c1CC(=O)O
  2	3	-5	-5	-5	-1	1	7	1.0	-0.3
> N#CCC(=O)Nc1ccc(C(=O)Nc2ccc3c(c2)OCO3)cc1
  12	0	-6	-10	/	/	-28	17	0.8	i
> CC1(C)CC2CC(C)(CN2S(=O)(=O)c2ccc(F)cc2F)C1 (stereo unspecified)
  -4	-3	10	-17	/	/	4	6	1.5	i
> COc1cc(N2CCCC2)c(OC)cc1/C=C(/C#N)c1ccc(Br)cc1
  -7	-4	-11	3	6	-4	0	4	/	-0.4
> O=C(Nc1cccc(C(F)(F)F)c1)Nc1ccc2[nH]c(=O)[nH]c2c1
  4	7	-4	4	2	1	-11	-7	0.7	2.0
> Cn1c(=O)c(C(=O)Nc2ccccc2S(N)(=O)=O)c(O)c2ccccc21
  6	5	5	0	10	2	6	-7	0.4	2.3
> COc1cc(CNCCO)ccc1OCC(=O)Nc1ccc(Br)cc1
  6	1	-2	10	-12	1	0	3	0.7	i
> CN(C)S(=O)(=O)c1cc(NC(=O)COC(=O)c2nc(Cl)ccc2Cl)ccc1Cl
  -4	4	11	-12	/	/	-12	12	1.0	-0.8
> CCOC(=O)C1=C(COC(=O)c2ncc(Cl)c(Cl)c2Cl)NC(=O)NC1C (stereo unspecified)
  5	1	5	7	/	/	1	2	1.2	3.7
> COc1cc(/C=N/Nc2nc3ccccc3s2)ccc1O
  8	6	-1	/	10	6	19	-2	1.6	1.9
> COc1ccc(CCN(C)Cc2ccc(F)cc2F)cc1OC
  -14	3	-5	-6	20	-3	8	4	/	-4.5
> COc1ccc(S(=O)(=O)N2CCC(C(=O)N3CCOCC3)CC2)cc1Cl
  10	3	4	-5	22	1	0	10	1.0	i
> O=C(CN(Cc1ccccc1)S(=O)(=O)c1ccccc1)NC1CC1
  -1	4	-5	-8	31	2	-5	-1	1.0	-15
> Cc1ccccc1CN1C(=O)C(C)S/C1=N/N=C/c1ccco1 (stereo unspecified)
  0	8	-4	/	14	5	4	-4	0.2	-1.0
> CCCc1cc(Nc2cccc(OC)c2)n2ncnc2n1
  -3	6	13	-30	-2	-1	-8	-10	/	-0.1
> Cc1nn(C(=O)N2CCOCC2)c(C)c1C
  -2	4	8	-2	0	-1	5	-2	/	i
> COc1cc(-c2cc3nc4ccccc4n3c(N)c2C#N)cc(OC)c1OC
  -7	-26	3	-73	17	-2	-9	-114	0.5	i
> CC(C)=C(NC(=O)c1ccccc1)C(=O)Nc1cccc(C)c1
  -2	3	-8	-6	15	-1	6	-7	1.1	-0.9
> O=C(COC(=O)c1ccc(O)cc1)NC1CCCCCCC1
  8	-5	2	/	/	/	/	11	0.8	i
> Cn1cccc1/C=N/NC(=O)c1ccco1
  -1	6	-7	/	20	3	5	18	-0.5	-0.3
> O=C(Nc1ccc(Br)cc1)C1C2C=CC3(O2)C1C(=O)N(CCN1CCOCC1)C3C(=O)NC1CCCCC1 (stereo unspecified)
  3	11	-6	13	25	-4	-1	-1	2.6	-0.3
> COC(=O)c1[nH]c(C)c(/C(O)=C2\C(=O)C(=O)N(CCN(C)C)C2c2cc(OC)ccc2OC)c1C (stereo unspecified)
  0	1	-1	/	32	-3	2	12	/	/
> CC1CC(C)(C)NC(=S)N1CCC(=O)NCc1ccc(F)cc1 (stereo unspecified)
  0	-1	10	0	14	-3	1	-4	1.5	1.6

Gathered by group: the compounds so far containing fluorine.
Every second line gives: PrPC surface inh	MazF activator	Y pestis TopoI	PriA SSB inh	VHR inh abs	3CLpro inhibitor	Rv3671c protease	CCHFV vOTU inh	TcdB GH inh	Vc quorum ag
> COc1ccc(-c2csc(NC(=O)Cc3ccccc3F)n2)cc1OC
  12	-20	-18	3	26	7	-7	3	-0.2	i
> Cc1ccc(Nc2n[nH]c(=S)s2)cc1F
  -6	7	-6	-7	/	/	/	7	1.7	-1.1
> Cn1c(=O)c2c(nc(NCc3ccc4c(c3)OCO4)n2Cc2ccccc2F)n(C)c1=O
  3	-4	20	-10	20	-3	4	-2	/	i
> CC1CCN(c2cc(Br)c([N+](=O)[O-])cc2F)CC1
  -3	-3	8	20	-13	-2	3	3	0.4	-2.0
> O=S(=O)(N/N=C/c1ccccc1F)c1ccccc1
  0	3	-1	/	20	1	4	3	0.6	-0.5
> COc1ccc(OC)c(C(=O)N(C)C2CCCN(Cc3ccccc3F)C2)c1 (stereo unspecified)
  -5	5	0	-4	16	3	0	11	1.5	3.9
> CC1(C)CC2CC(C)(CN2S(=O)(=O)c2ccc(F)cc2F)C1 (stereo unspecified)
  -4	-3	10	-17	/	/	4	6	1.5	i
> O=C(Nc1cccc(C(F)(F)F)c1)Nc1ccc2[nH]c(=O)[nH]c2c1
  4	7	-4	4	2	1	-11	-7	0.7	2.0
> COc1ccc(CCN(C)Cc2ccc(F)cc2F)cc1OC
  -14	3	-5	-6	20	-3	8	4	/	-4.5
> CC1CC(C)(C)NC(=S)N1CCC(=O)NCc1ccc(F)cc1 (stereo unspecified)
  0	-1	10	0	14	-3	1	-4	1.5	1.6

Complete entries as entered above. Screens in order: PrPC surface inh	MazF activator	Y pestis TopoI	PriA SSB inh	VHR inh abs	3CLpro inhibitor	Rv3671c protease	CCHFV vOTU inh	TcdB GH inh	Vc quorum ag
`CCN(CC)S(=O)(=O)c1cccc(NC2=NCCCCC2)c1` is entered as 7	1	6	1	1	0	1	5	0.3	-0.7
`Cc1cc(NC(=O)c2ccc(C)c([N+](=O)[O-])c2)no1` is entered as -1	2	-1	6	12	8	-3	3	0.1	-5.6
`CCOC(=O)C1=C(COC(=O)c2ncc(Cl)c(Cl)c2Cl)NC(=O)NC1C` (stereo unspecified) is entered as 5	1	5	7	/	/	1	2	1.2	3.7
